High-throughput results as filed in PubChem BioAssay.
RAD54 branch: blocks human RAD54 Holliday junction branch migration; Q92698; FAM/BHQ fluorescence; inhibition, % at 10.4 µM; 360,000 compounds, 0.14% hits; AID 602329;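 active means mean normalized replicate activity at least 40 and at least half of replicates scoring 40 or more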;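 further: 0% = median of neutral control wells and 100% = median of positive control wells; inhibitors cause a drop in the FAM fluorescence signal; in these data hits start at about 50%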
Target sequence (Q92698 whole entry, looked up): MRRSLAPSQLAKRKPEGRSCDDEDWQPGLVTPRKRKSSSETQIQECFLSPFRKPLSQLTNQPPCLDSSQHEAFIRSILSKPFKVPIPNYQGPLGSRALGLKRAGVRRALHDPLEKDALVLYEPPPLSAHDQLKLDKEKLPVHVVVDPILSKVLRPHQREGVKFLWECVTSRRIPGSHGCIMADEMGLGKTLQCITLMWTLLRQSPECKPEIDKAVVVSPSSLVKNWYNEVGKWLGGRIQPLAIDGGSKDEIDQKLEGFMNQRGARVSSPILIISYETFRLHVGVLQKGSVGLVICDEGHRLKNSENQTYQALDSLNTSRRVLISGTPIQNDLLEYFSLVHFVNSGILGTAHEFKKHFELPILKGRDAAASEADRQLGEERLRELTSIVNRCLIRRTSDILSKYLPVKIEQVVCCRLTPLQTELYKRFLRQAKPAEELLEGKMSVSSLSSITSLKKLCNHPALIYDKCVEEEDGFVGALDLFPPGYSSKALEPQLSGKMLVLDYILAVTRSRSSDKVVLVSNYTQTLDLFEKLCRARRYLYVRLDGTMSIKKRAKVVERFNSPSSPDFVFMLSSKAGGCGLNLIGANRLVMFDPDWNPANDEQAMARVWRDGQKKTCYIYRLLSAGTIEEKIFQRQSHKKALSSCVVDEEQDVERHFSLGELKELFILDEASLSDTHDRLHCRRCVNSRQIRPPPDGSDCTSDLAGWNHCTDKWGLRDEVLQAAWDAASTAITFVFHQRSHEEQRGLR
GSIS activator: GLuc luminescence reporter in INS-1E cells, primary screen for activators of glucose-dependent secretion of insulin | 370,000 compounds, 0.61% hits | INS-1E GLuc reporter insulin secretion, 2-3 h | AID 743287 | activation, % at 16.6 µM;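 active means lowest replicate activation of at least 40%, so every replicate reaches that level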;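 further: 0% = median of neutral control wells and 100% = median of IBMX positive control wells; some compounds called inactive have numbers as strong as hits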
Numbers without * were called inactive. A portion of the library, so the mix of outcomes need not match the whole.

cpd	SMILES	RAD54 branch	GSIS activator
1	OC(CNc1nc2ccccc2s1)c1ccccc1 (configuration not stated)	-2	-5
2	CCOc1ccc(OCC)c(NC(=O)CN(C)S(=O)(=O)c2cccc3nsnc23)c1	0	-9
3	O=C(O)CC1=C(O)C(=O)N(c2ccccc2)C1c1ccccc1 (configuration not stated)	-2	18
4	CCN(CC)CCN1C(=O)C(=O)/C(=C(/O)c2ccc(OC)cc2)C1c1ccco1 (configuration not stated)	12	17
5	O=C(Nc1ccc2c(c1)OCO2)c1ccc(Br)s1	9	-9
6	CSc1nnc(-c2cc3c(-c4ccccc4)nn(C)c3s2)n1C	17	15
7	CC1CC(C)CN(c2ncc3c(n2)CC(c2ccc(Cl)cc2)CC3=O)C1 (configuration not stated)	-7	-3
8	CC(NS(=O)(=O)c1ccc(CCC(=O)NCC2CCCO2)cc1)c1ccccc1 (configuration not stated)	-2	17
9	COC(=O)C(NC(=O)CCc1c(C)nc2ncnn2c1C)C(C)C (configuration not stated)	-4	11
10	COC(=O)c1ccc(OC(=O)C2CC(=O)N(c3ccc(C)cc3C)C2)cc1 (configuration not stated)	-2	-13
11	COc1ccc(/C=N/N(C(C)=O)c2nc(-c3ccc(C)cc3)cs2)cc1	-4	146*
12	Cc1cc(C)nc(N(C#N)CC(=O)Nc2ccccc2)n1	18	3
13	CSc1ccccc1-n1nnnc1SCC(=O)Nc1ccccc1C	1	5
14	Cc1cc(C)c(OC2(c3ccccc3)OC(=O)c3ccccc32)c(C)c1 (configuration not stated)	0	-14
15	Cc1cc(N2CCN(C)CC2)nc2ccc(NC(=O)c3ccc4c(c3)OCO4)cc12	22	18

Following part.
cpd	SMILES	RAD54 branch	GSIS activator
16	Cc1cc(S(=O)(=O)N2CCN=C2c2ccccc2)ccc1F	-6	22
17	O=c1[nH]c2ccc(S(=O)(=O)N3CCN(C4CCCCC4)CC3)cc2[nH]c1=O	2	5
18	CCc1sc(C(=O)Nc2cccc(C(C)=O)c2)cc1C	-5	2
19	CCS(=O)(=O)c1nc2ccccc2n1CC(=O)N1CCCCC1	6	28
20	CCC(=O)N(Cc1cc(=O)[nH]c2ccccc12)C1CCCCC1	-31	9
21	Cc1csc(NC(=O)C2CCCC2)n1	-2	0
22	Cc1ccc2nc(Nc3nc(CSc4nc5ccccc5s4)cc(=O)[nH]3)nc(C)c2c1	-13	-2
23	c1ccc(Cc2nnc3sc(-c4cccs4)nn23)cc1	-2	38
24	CC1=NN2C(=N)/C(=C\c3ccc(SCc4ccccc4)o3)C(=O)N=C2S1	-12	-12
25	c1ccc(-c2nnc(-c3ccco3)n2-c2ccccc2)cc1	5	49
26	COc1ccc(OC)c2[nH]c(=O)c(CCNC(=O)c3ccc(Br)o3)cc12	-14	1
27	O=C1N=C2SCCN2/C1=C\c1ccc(Cl)cc1	-3	-17
28	COC(=O)c1sc(N)c(C(=O)OC)c1CSc1nc2sc3c(c2c(=O)n1C)CCC3	-7	12
29	CC(C)(C)NC(=O)NC(=O)CSc1nnc(COc2ccccc2Cl)o1	-13	-13
30	N#C/C(=C/Nc1ccccc1)c1ccsc1	4	-1

(next part)
cpd	SMILES	RAD54 branch	GSIS activator
31	CCNCC(=O)N1c2ccccc2CCc2ccc(NC(C)=O)cc21	6	1
32	COc1ccc(OC)c2c(C)cc(N3CCCN(C)CC3)nc12	26	24
33	COCc1cc(C(C)=O)ccc1OC	2	9
34	CCCSc1nc(=O)n2cccc(C)c2n1	3	16
35	O=C1/C(=C/c2ccccc2)Oc2cc(OC(=O)N3CCOCC3)ccc21	-2	-10
36	COc1ccc(Nc2ncc(C(=O)N3CCN(c4ccccc4OC)CC3)c3ccccc23)cc1	3	-31
37	CSc1cc(-c2ccccc2)n(Cc2ccc(Cl)cc2Cl)c(=O)c1C#N	6	12
38	Cc1[nH][nH]c(=O)c1C(c1ccc(-c2ccc(Cl)c(Cl)c2)o1)c1c(C)[nH][nH]c1=O	0	-21
39	O=C(COC(=O)C1=COCCO1)Nc1ccc2c(c1)OCO2	-1	9
40	CCCCOC(=O)Nc1sc2c(c1C(=O)OC)CCC2	1	-13
41	Cc1ccc(Cl)c2c1NC(=O)C2(O)CC(=O)c1ccc(F)cc1 (configuration not stated)	2	-1
42	Cc1ccc(-c2n[nH]c(=O)c3ccccc23)cc1S(=O)(=O)NCCN1CCOCC1	-5	37
43	COc1ccc(NC(=O)CCOc2ccccc2)cc1	-8	3
44	CC1CCC(NC(=O)C2c3ccccc3C(=O)N2Cc2cccs2)CC1 (configuration not stated)	0	-13
45	COC(=O)c1cc2c(s1)-c1ccccc1CC2	4	0

Next part:
cpd	SMILES	RAD54 branch	GSIS activator
46	O=C(c1ccc(CNS(=O)(=O)c2cccc(C(F)(F)F)c2)cc1)N1CCOCC1	0	-5
47	OCCN(Cc1ccccc1)Cc1ccccc1Cl	-9	3
48	O=C(CCS(=O)(=O)c1cc(Br)cc2c1N(C(=O)C1CC1)CC2)NCC1CCCO1 (configuration not stated)	-3	3
49	Cc1ccc(CNC(=O)CCNC(=O)c2ccc(Br)o2)cc1	3	5
50	O=C(Nc1ccc(N2CCN(C(=O)c3ccccc3)CC2)cc1)c1cc2ccccc2o1	-3	6
51	CCOc1ccc(NC(=O)CSc2nnc(-c3ccccc3)n2N)cc1	11	20
52	NC(=O)c1ccccc1NC(=O)CCCN1C(=O)CCC1=O	-11	15
53	CC1CCN(S(=O)(=O)c2ccc3c(c2)c(=O)c(C(=O)NCc2cccs2)cn3C)CC1	2	-28
54	Cc1[nH]c(=O)[nH]c(=O)c1S(=O)(=O)N1CCN(c2ccccc2F)CC1	1	20
55	CC1CCN(C(=O)CSc2nnc(CN3CCOCC3)n2-c2ccccc2)CC1	-7	8
56	Cc1ccc(CC(=O)Nc2nc3ccccc3[nH]2)cc1C	4	31
57	Cc1cc(=O)oc2cc(OCC(=O)OCC(=O)NCc3ccc4c(c3)OCO4)ccc12	-9	2
58	CC(C)c1nc(=S)c2ccccc2[nH]1	-10	14
59	Cc1c(C#N)c2ccccc2n1CC(=O)NCc1ccccc1	8	-8
60	CCCCNC(=O)NNC(=O)c1ccc(F)cc1	-5	0

Results in sequence from the list:
GSIS activator, nos. 54 to 59, in order: 20, 8, 31, 2, 14, -8

Next section.
cpd	SMILES	RAD54 branch	GSIS activator
61	NC(=O)C1CCN(C(=O)/C=C/c2ccco2)CC1	-7	21
62	CC1(C)CC(=O)C=C(NCCc2ccc(S(N)(=O)=O)cc2)C1	-12	11
63	COc1cccc(C(=O)Nc2ccc(C)cc2)c1	-3	-10
64	COc1ccc(OC)c(S(=O)(=O)n2nnc3cc(Cl)ccc32)c1	-7	18
65	Cn1c(N2CCN(C(=O)NCc3ccccc3)CC2)nc2ccccc21	-1	-9
66	CCC(=O)NS(=O)(=O)c1cccnc1Nc1ccccc1Cl	1	11
67	CCOC(=O)CCCOC(=O)c1ccc(S(=O)(=O)N(C)C)cc1	21	10
68	COC(=O)c1ccccc1NS(=O)(=O)c1ccc2c3c(cccc13)C(=O)N2	-3	-23
69	O=C(NCc1ccco1)c1noc2c1CCCCC2	-4	4
70	Cc1ccc(C(=O)N2CCC(C(=O)NCc3cccnc3)CC2)cc1	-12	4
71	COC(=O)c1c(NS(=O)(=O)c2ccc3ccccc3c2)sc2c1CCCC2	2	-16
72	COc1ccc(C)cc1S(=O)(=O)N(CC(=O)NCc1ccc(Cl)cc1)Cc1ccccc1	1	-12
73	CCOc1ccc(-c2c(C)n([O-])c3c([n+]2=O)CCCC3)cc1	8	1
74	N#Cc1c2n(c3c(=O)n(Cc4ccccc4Cl)cnc13)CCCCC2	13	-4
75	O=C(CSc1ncn[nH]1)NCCC(c1ccccc1)c1ccccc1	5	24

The list goes on:
cpd	SMILES	RAD54 branch	GSIS activator
76	COc1cc(/C=C/C(=O)c2c(O)cc(C)oc2=O)cc(OC)c1O	-4	0
77	CCOC(=O)C1=C(C)NC(=O)NC1/C=C/c1ccccc1 (configuration not stated)	-5	28
78	CCOC(=O)COc1ccc(S(=O)(=O)N2CCc3ccccc3C2)cc1	-3	0
79	CCn1c(CNC(=O)c2ccccc2)nnc1SCC(=O)N1CCN(c2ccccc2)CC1	-7	8
80	CSc1ccc2nnc(-c3cccc(F)c3)n2n1	7	53*
81	O=C(N/N=C\c1ccc(CN(Cc2ccc(Cl)cc2)S(=O)(=O)c2ccccc2)o1)C(=O)Nc1ccc(F)cc1	0	12
82	O=C1c2ccccc2C(=O)N1CCSc1nncs1	-3	6
83	O=C(N/N=C\c1ccc(-c2ccccc2[N+](=O)[O-])o1)C1COc2cc3ccccc3cc2O1 (configuration not stated)	6	-47
84	CCOc1cc(-c2ccccc2)nc(N)n1	-1	10
85	Cn1c(SCC(=O)N2CCOCC2)nnc1-c1ccc(NC(=O)c2ccccc2F)cc1	-7	1
86	Cc1cccc(OCC(=O)NC(Cc2ccccc2)C(=O)O)c1 (configuration not stated)	0	8
87	Cc1ccc(S(=O)(=O)Cn2nnnc2C(c2ccccn2)N2CCN(c3ccccc3)CC2)cc1 (configuration not stated)	4	-16
88	N#C/C(=C\c1cccc(Cl)c1)c1n[nH]c(Cn2cncn2)n1	-17	20
89	Cc1ccnc(N(C(=O)c2cccs2)C(=O)c2cccs2)c1	-4	-2
90	O=C(O)COc1ccccc1C1C2C(=O)N(c3ccc(F)cc3)C(=O)C2ON1c1ccccc1 (configuration not stated)	-11	-16

Single records, as listed above.
CSc1ccc2nnc(-c3cccc(F)c3)n2n1 is entered as RAD54 branch: 7; GSIS activator: 53*
O=C(N/N=C\c1ccc(CN(Cc2ccc(Cl)cc2)S(=O)(=O)c2ccccc2)o1)C(=O)Nc1ccc(F)cc1 is entered as RAD54 branch: 0; GSIS activator: 12

Going on with the list:
cpd	SMILES	RAD54 branch	GSIS activator
91	CC(=O)N(CCP(=O)(c1ccccc1)c1ccccc1)Cc1ccco1	-7	-3
92	COc1cc(C(=O)Nc2ccc(-n3cnnn3)c(C)c2)cc(OC)c1OC	-2	-16
93	CN(C)S(=O)(=O)c1cccc(C(=O)OCC(=O)N2c3ccccc3NC(=O)C2(C)C)c1	20	-3
94	O=C(c1cccc(F)c1)N1CCN(C(=O)c2cc3ncc(Br)cn3n2)CC1	10	2
95	CCOc1ccc(NC(=O)N2CC=C(n3c(=O)[nH]c4ccccc43)CC2)cc1	3	-23
96	CCOc1nc(C)ccc1-c1noc(-c2ccncc2)n1	-5	19
97	CCOC(=O)COc1cc(OCC(=O)OCC)c2c(=O)cc(-c3ccccc3)oc2c1	3	-24
98	CCCCOc1ccc(CN2CCC(O)CC2)cc1	-11	23
99	CCN(CC)S(=O)(=O)c1ccccc1/C=N\O	5	4
100	C=CCOC(=O)C1=C(C)Nc2ncnn2C1c1cccs1 (configuration not stated)	4	-2
101	COc1ccc(OCC(O)Cn2c(Br)nc3c2c(=O)[nH]c(=O)n3C)cc1 (configuration not stated)	-5	10
102	COc1ccc(NC(=O)C2CC(=O)N(c3cccc(C)c3C)C2)cc1 (configuration not stated)	3	16
103	COc1ccccc1CNC(=O)CCCn1c(=O)c2ccccc2n(CC(=O)NC2CCCC2)c1=O	-5	-10
104	Cc1ccc(S(=O)(=O)Cc2csc(N)n2)cc1	-17	15
105	CCc1ccc(NC(=O)C2C3/C=C\CCCCC32)cc1 (configuration not stated)	-4	7

(next part)
cpd	SMILES	RAD54 branch	GSIS activator
106	CCOC(=O)c1c(NS(C)(=O)=O)sc2c1CCC(C)C2 (configuration not stated)	-21	25
107	CCn1nc(CC(=O)Nc2nnc(CC(=O)N3CCCC3)s2)c2ccccc2c1=O	-11	21
108	COc1cc(OC)cc(C(=O)NCC(=O)N2CCCCC2)c1	-2	-7
109	Cc1ccsc1C(=O)OCc1nc2ccccc2c(=O)[nH]1	-3	3
110	CC(=O)c1c(C)nc(-c2ccccc2)nc1NC(=O)C(C)C	8	-16
111	Cc1cc(C)c(C#N)c(SCC2COc3ccccc3O2)n1 (configuration not stated)	-5	-37
112	Cc1cc(C)c(C)c(OCCCCn2cnc3ccccc3c2=O)c1	-6	-7
113	c1ccc(Cn2nnnc2C(c2cccs2)N2CCCCCC2)cc1 (configuration not stated)	-6	-24
114	Cc1cccc(NC(=O)c2cc(S(=O)(=O)c3ccccc3)ccc2Cl)c1	6	-8
115	Cc1ccc(S(=O)(=O)N2CCOCC2)cc1NC(=O)COC(=O)CNC(=O)c1ccccc1	6	-12
116	O=C(Cn1nnc(-c2ccc(S(=O)(=O)N3CCCC3)cc2)n1)Nc1ccccc1-n1cccc1	-13	18
117	COc1ccc2nc(NC(=O)c3cnccn3)sc2c1	10	5
118	Cc1occc1C(=O)Nc1cccc(C(=O)NCc2ccccc2)c1	0	-5
119	COc1cccc(Oc2cn[nH]c2-c2ccc(O)cc2O)c1	5	-15
120	COCCCn1c2nc3ccccc3nc2c2c(=O)n(-c3ccccc3OC)cnc21	5	17
121	O=C(CN1C(=O)CCSc2ccccc21)Nc1ccccc1	4	2
122	CC1CCCCC1NC(=O)COC(=O)COc1ccc(Cl)cc1 (configuration not stated)	-4	14
123	Cc1nn(Cc2c(F)c(F)c(F)c(F)c2F)c(C)c1NC(=O)c1ccc(COc2cc(Cl)ccc2Cl)cc1	4	-31

7 entries already listed, arranged by the value under GSIS activator, rising.
item | SMILES | GSIS activator
113 | c1ccc(Cn2nnnc2C(c2cccs2)N2CCCCCC2)cc1 (configuration not stated) | -24
115 | Cc1ccc(S(=O)(=O)N2CCOCC2)cc1NC(=O)COC(=O)CNC(=O)c1ccccc1 | -12
108 | COc1cc(OC)cc(C(=O)NCC(=O)N2CCCCC2)c1 | -7
118 | Cc1occc1C(=O)Nc1cccc(C(=O)NCc2ccccc2)c1 | -5
109 | Cc1ccsc1C(=O)OCc1nc2ccccc2c(=O)[nH]1 | 3
122 | CC1CCCCC1NC(=O)COC(=O)COc1ccc(Cl)cc1 (configuration not stated) | 14
116 | O=C(Cn1nnc(-c2ccc(S(=O)(=O)N3CCCC3)cc2)n1)Nc1ccccc1-n1cccc1 | 18

Rewritten with one line to a screen: part of the list above.
(76) COc1cc(/C=C/C(=O)c2c(O)cc(C)oc2=O)cc(OC)c1O
(77) CCOC(=O)C1=C(C)NC(=O)NC1/C=C/c1ccccc1 (configuration not stated)

Compound | 76 | 77
RAD54 branch | -4 | -5
GSIS activator | 0 | 28
